Screens from PubChem.
TAAR1 agonist = human TAAR1 agonists, primary screen, Fluo-8 calcium fluorescence, CHO RD-HGA16 cells; Trace amine-associated receptor 1 (Homo sapiens), Q96RJ0; vehicle wells 0%, saturating PEA agonist 100%; activation, % at 3 µM; 360,000 tested, 0.99% active;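 active means activation above the mean activation of all test compounds in the run plus 3 SD, cut at about 38% in these data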
Target sequence (Q96RJ0 whole entry, looked up): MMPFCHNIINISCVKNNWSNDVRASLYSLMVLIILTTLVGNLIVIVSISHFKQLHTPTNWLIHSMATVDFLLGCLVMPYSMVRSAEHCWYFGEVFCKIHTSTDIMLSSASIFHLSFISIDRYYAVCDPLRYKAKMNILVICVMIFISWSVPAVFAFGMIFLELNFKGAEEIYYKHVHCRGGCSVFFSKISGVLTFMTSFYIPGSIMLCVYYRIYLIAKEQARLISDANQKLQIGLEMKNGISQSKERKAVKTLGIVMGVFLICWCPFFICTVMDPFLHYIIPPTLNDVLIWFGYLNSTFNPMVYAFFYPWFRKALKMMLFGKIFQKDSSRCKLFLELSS
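test system = CHO RD-HGA16 cells carrying human TAAR1 plus Gα16 | schedule = 17-24 h seeding, 75 min 37 °C dye, 30 min RT | compound dosing = 3 µM single concentration | control set = DMSO and PEA EC100 | replicates = n 1 | signal = Fluo-8 fluorescence, 5 s baseline then 140 s kinetic read | measure = percent activation vs PEA EC100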
CHO-K1 Ca PAM = nonselective calcium activators in parental CHO-K1 cells, primary screen, counter-screen for M1 PAM project, cell-based, Fluo-8 calcium fluorescence, full deck, 1536-well; 360,000 tested, 0.02% active; AID 602247, 2012; activation, % at 3 µM; ATP EC20; 0% at ATP EC20, 100% at ATP max;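 active means activation above the run cutoff, the mean activation of all test compounds plus 3 SD, cut at about 40% in these data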;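 further: peak over basal fluorescence ratio in a 140 s read after ATP addition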
TAAR1 antagonist = human TAAR1 antagonists, primary screen, Fluo-8 calcium fluorescence, CHO RD-HGA16 cells. inhibition, % at 3 µM. antagonist. 360,000 tested, 1.5% active. Trace amine-associated receptor 1 (Homo sapiens), Q96RJ0;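 active means inhibition above a per-plate cutoff, the mean inhibition of test compounds on that plate plus 3 SD, cut at about 49% in these data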;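 further: 0% = DMSO plus EC80 beta-PEA response and 100% = DMSO alone without agonist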
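Test system: hTAAR1-expressing CHO RD-HGA16 cells, Gα16-coupled; Probe or stimulus: EC80 β-phenethylamine stimulus; Compound dosing: single nominal final test compound concentration of 3 µM; Timing: 140 s kinetic read after compound, 140 s after agonist; Signal: Fluo-8 calcium-sensitive fluorescence; Measure: % inhibition of agonist calcium response; Controls: DMSO and EC80 PEA controls.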
CHRM1 agonist = human M1 muscarinic receptor agonists, primary screen, Fluo-8 calcium fluorescence, CHO-K1 cells, HTS; Muscarinic acetylcholine receptor M1 (Homo sapiens), P11229; CHO-K1 hM1, agonist mode; 0% DMSO, 100% acetylcholine EC100; activation, % at 3 µM; 360,000 tested, 0.33% active; AID 588814, 2011;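 active means activation above the run's mean compound activation plus 3 SD, cut at about 16% in these data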;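 further: peak over basal fluorescence ratio within a 140 s kinetic read after compound addition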
CHO-K1 Ca ag = counter-screen for M1 agonists: effect in parental CHO-K1 cells. Fluo-8 calcium fluorescence; scaled to maximal ATP response, vehicle zero. AID 602248, 2012. 360,000 tested, 0.48% active. activation, % at 3 µM; in the data active means activation above about 15%;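 further: untransfected CHO-K1 host cells lacking M1 receptor as counterscreen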
OXTR potentiate = human OXTR potentiators, primary screen, fluorescence, CHO-OTR cells, Fluo-8 calcium | Oxytocin receptor (Homo sapiens), P30559 | 320,000 tested, 0.061% active | Fluo-8 calcium fluorescence, potentiator mode; 0% = oxytocin EC15, 100% = EC100 | activation, % at 3 µM | AID 2445, 2010;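 active means activation above that plate's cutoff, the mean activation of tested compounds plus 3 SD, cut at about 6.6% in these data, passing the limit was not always enough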;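 further: 100% uses oxytocin at 75 nM as the full agonist control; some results filed as inactive read as strong as hits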
Target sequence (P30559 whole entry, looked up): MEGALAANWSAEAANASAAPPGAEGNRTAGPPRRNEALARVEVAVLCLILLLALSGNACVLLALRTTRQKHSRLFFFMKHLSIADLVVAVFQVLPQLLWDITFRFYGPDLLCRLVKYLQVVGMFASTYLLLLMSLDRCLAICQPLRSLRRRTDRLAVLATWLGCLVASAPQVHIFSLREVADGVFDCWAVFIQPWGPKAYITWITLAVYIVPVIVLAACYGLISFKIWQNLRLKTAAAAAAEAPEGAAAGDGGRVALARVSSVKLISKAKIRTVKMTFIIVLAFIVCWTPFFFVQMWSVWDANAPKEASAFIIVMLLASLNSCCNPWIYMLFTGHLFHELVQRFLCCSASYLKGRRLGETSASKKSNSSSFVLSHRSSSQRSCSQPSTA
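Measured by – Fluo-8 calcium dye fluorescence · Test system – human OTR in CHO cells · Dosing – one concentration, 3.0 µM compound · Controls – EC15 oxytocin alone as 0%, 75 nM oxytocin as 100% · Evaluation – normalized max/min fluorescence ratio, % activation · Timing – 6 min pre-incubation, 100 s read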
CHRM1 antagonist = human M1 muscarinic receptor antagonists, primary screen, CHO-K1 cells, Fluo-8 calcium fluorescence, 1536-well; AID 588852, 2011; 360,000 tested, 1.3% active; inhibition, % at 3 µM; Muscarinic acetylcholine receptor M1 (Homo sapiens), P11229; CHO-K1 hM1, ACh EC80 antagonist;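 active means percent inhibition above its own plate's cutoff, namely the mean of that plate's compound wells plus 3 SD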;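 further: peak over basal fluorescence ratio during 140 s after agonist addition; 0% = ACh EC80 plus DMSO and 100% = DMSO alone without agonist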
CHO-K1 Ca antag = counter-screen for M1 antagonists: effect in parental CHO-K1 cells. ATP-induced calcium, Fluo-8 fluorescence. inhibition, % at 3 µM. 360,000 tested, 0.6% active;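 active means inhibition above a per-plate cutoff, the plate's mean sample inhibition plus 3 SD, cut at about 24% in these data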;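 further: 0% = DMSO plus EC80 ATP and 100% = DMSO alone without ATP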
CHO parental Ca = ATP-evoked calcium signal inhibitors, parental CHO, primary screen, counter-screen for OX1R antagonist project, cell-based, fluorescence, Fluo-8 calcium dye | parental CHO-K1, ATP-induced calcium, Fluo-8 fluorescence | inhibition, % at 5.6 µM | 330,000 tested, 0.63% active | AID 463079, 2010;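 active means inhibition above that plate's mean sample inhibition plus 3 SD, cut at about 26% in these data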;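 further: 0% = ATP-challenged DMSO wells and 100% = DMSO wells without ATP; some compounds past the cut are filed as inactive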
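Assay system: untransfected parental CHO cell line. Also added: ATP agonist challenge. Dosing: one dose, 5.6 µM nominal. Measured by: Fluo-8 fluorescence. Read-out: % inhibition. Benchmarks: ATP wells versus no-ATP DMSO wells. Repeats: no replicates.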
Active calls of the source: *; / = not tested or not shown.

Preview (2 entries):
SMILES | TAAR1 agonist | CHO-K1 Ca PAM | TAAR1 antagonist | CHRM1 agonist | CHO-K1 Ca ag | OXTR potentiate | CHRM1 antagonist | CHO-K1 Ca antag | CHO parental Ca
CCCc1cc(=O)oc2cc(OCC(=O)NCCCn3ccnc3)c(Cl)cc12 | 2 | 7 | -19 | -14 | 3.2 | 1 | -4 | -8 | -14
COc1ccc(OCCCc2c(C)n[nH]c2C)cc1 | 0 | -5 | -25 | -2 | 0.7 | -26 | -3 | 20 | -12

Results (from the top)
SMILES | TAAR1 agonist | CHO-K1 Ca PAM | TAAR1 antagonist | CHRM1 agonist | CHO-K1 Ca ag | OXTR potentiate | CHRM1 antagonist | CHO-K1 Ca antag | CHO parental Ca
CCCc1cc(=O)oc2cc(OCC(=O)NCCCn3ccnc3)c(Cl)cc12 | 2 | 7 | -19 | -14 | 3.2 | 1 | -4 | -8 | -14
COc1ccc(OCCCc2c(C)n[nH]c2C)cc1 | 0 | -5 | -25 | -2 | 0.7 | -26 | -3 | 20 | -12
COCCN(CC(=O)Nc1cccc(C)c1)S(=O)(=O)c1ccc(S(=O)(=O)N2CCCC2)cc1 | 7 | 8 | 15 | -2 | 3.6 | -5 | 7 | -4 | -29
COC1=CC(=NCl)C=CC1=NCl | / | 6 | / | -2 | 0.7 | / | -1 | 1 | /
COc1ccc(CNC(=O)C2CC(=O)N(c3ccc(OCC(=O)N4C(C)CCCC4C)cc3)C2)cc1 (stereo not given) | 19 | 12 | -16 | -3 | 1.1 | -6 | -10 | -10 | -18
CCOc1ncccc1C(=O)Nc1ccc(S(=O)(=O)N2CCCC2)cc1 | 7 | 21 | 0 | -2 | 0.5 | -17 | -11 | -13 | -6
C#CCOC(=O)C(NC(=O)c1ccccc1)=C1CCCCC1 | 4 | 21 | -19 | -4 | 3.7 | -5 | -5 | -8 | -19
COc1ccc(OC)c(NC(=O)COC(=O)C2CCC2)c1 | 3 | 13 | 4 | -5 | 0.0 | -1 | -18 | -17 | -9
CC(=O)Nc1ccc2c(c1)C(=O)N(c1cccc(C)c1)C2=O | 0 | 22 | -10 | -3 | 0.7 | -3 | -8 | -10 | 13
Cc1ccc2sc(N3CCN(C(=O)c4ccc([N+](=O)[O-])o4)CC3)nc2c1C | 3 | 1 | 1 | -1 | 1.4 | -6 | -8 | -7 | -7
O=C(NNC(=O)c1csc(-c2cccs2)n1)c1ccc(Cl)cc1 | -2 | -4 | -19 | -6 | 0.1 | / | -11 | 7 | /
O=C(Nc1ccc2oc(Cc3ccc(Cl)cc3)nc2c1)c1cccnc1 | 18 | 14 | 20 | -3 | 4.2 | -7 | 2 | -10 | -11
COc1ccc(/C(C)=N\NC(=O)CNC(=O)C(c2ccccc2)c2ccccc2)cc1OC | 5 | -1 | 34 | -1 | 0.5 | -9 | -13 | -13 | -12
CCN(CC)S(=O)(=O)c1cccc(C(=O)N/N=C(\C)c2cccs2)c1 | 0 | -13 | -7 | -5 | 2.5 | -2 | 19 | -6 | -6
CCC(=S)/C=C1\Sc2ccccc2N1CCCS(=O)(=O)O | 3 | 16 | -12 | -2 | 0.3 | -10 | -9 | -3 | -11
Cc1ccc(Sc2ccc(S(=O)(=O)Nc3ccc(CC(=O)O)cc3)cc2)cc1C | 0 | -4 | 10 | -4 | 0.3 | -4 | 3 | -7 | -3
CCCCN(C(=O)c1cccc(S(=O)(=O)N2CC(C)OC(C)C2)c1)c1c(N)n(CCCC)c(=O)[nH]c1=O (stereo not given) | 3 | 13 | -1 | -3 | 0.5 | -8 | -9 | -12 | -7
CCC(C)/C(C)=N/NC(=O)c1cn(-c2ccccc2)nc1-c1ccccc1 (stereo not given) | -1 | -6 | -1 | -4 | -0.6 | -1 | -5 | 6 | -21
Cc1c(Cc2ccccc2)c(=O)oc2cc(OCC(=O)NCC(O)c3ccccc3)ccc12 (stereo not given) | 3 | 7 | -15 | -2 | 5.2 | -10 | -7 | -4 | -16
Cc1ccc(/C=C2\SC(=O)N(CCNC(=O)C3CSC4(C)CCC(=O)N34)C2=O)cc1 (stereo not given) | 11 | 2 | 18 | -1 | 7.8 | -17 | 0 | -3 | -9
COc1ccc(-n2c(Cc3cc(=O)[nH]c(=O)[nH]3)nnc2SCC(=O)NC2CCCC2)cc1 | 0 | 12 | -10 | -4 | 0.2 | -7 | -2 | -11 | -7
CC1=C(C(=O)N(C(C)C)C(C)C)CC(CC(=O)NCCCN(C)C)C(=O)N1CCC1=CCCCC1 (stereo not given) | 2 | 0 | -10 | -12 | 0.0 | / | 8 | 23 | /
CCn1c(SCC(=O)NNC(=O)c2ccc(C)cc2)nnc1-c1ccncc1 | 16 | 5 | 5 | -2 | 0.1 | -2 | 1 | 0 | -13
O=C(Nc1ccccc1Cl)N1CCN(c2ccc3nnc(-c4ccc(F)cc4)n3n2)CC1 | 7 | 7 | 16 | -13 | 0.4 | -7 | -3 | -16 | -26
O=C(CSc1n[nH]c(-c2ccco2)n1)N1c2ccccc2Sc2ccccc21 | 8 | 12 | -8 | -3 | 1.1 | -20 | -2 | 5 | -21
CCOc1c(Br)cc(C(N)=O)cc1OC | 7 | -3 | -10 | 0 | -0.5 | -13 | -3 | 6 | -12
COc1ccc(C(=O)NC(=S)N2CCN(c3ccc([N+](=O)[O-])cc3)CC2)cc1 | 5 | 13 | 34 | -5 | 1.4 | -11 | -7 | -5 | -10
COc1ccc(O)c(/C=N/NC(=O)CCC(=O)Nc2ccc(F)cc2)c1 | 5 | 12 | -1 | -4 | 2.2 | -13 | -2 | -10 | -4
Cc1cccc(NC(=O)c2cnn(-c3ccc(F)cc3)c2C2CCNCC2)c1C | 0 | 7 | -14 | -6 | 0.5 | -5 | -5 | -3 | -11
CC(C(=O)Nc1nc2ccccc2[nH]1)N1C(=O)C2CC=CCC2C1=O (stereo not given) | 12 | 13 | -5 | -3 | 0.4 | -10 | -8 | 0 | -17
CCCOc1ccc(CNC(=O)CCC(=O)n2ncc3cc(C)ccc32)cc1 | 1 | 2 | -10 | -10 | 0.2 | -4 | -4 | -6 | -11
Cc1ccc(S(=O)(=O)CCC(=O)OCC(=O)NC(N)=O)cc1 | 1 | 15 | -20 | -2 | 0.9 | -3 | -17 | -14 | -7
c1ccc(-c2c[nH]c(-c3ccccc3)c2)cc1 | 0 | -12 | -20 | -3 | 0.0 | / | 2 | 1 | /
C=CCn1c(SCc2csc(C)n2)nc2sc3c(c2c1=O)CCCCC3 | 11 | -2 | -1 | -7 | -0.1 | -18 | -5 | 7 | -31
COC(=O)CSc1cnc2ccccc2n1 | 8 | 6 | -13 | -3 | -0.4 | -8 | -3 | -8 | -8
O=C(Cn1cc2c(n1)CCCCC2)NCc1ccccc1 | 1 | -11 | 16 | -5 | -0.3 | -5 | -11 | 12 | -2
CCN(CC)CCNC(=O)c1c(C)oc2cc(Br)c(OC)cc12 | 5 | 19 | -4 | -7 | 0.9 | -2 | 7 | -3 | -15
O=C(N/N=C/c1cccnc1)c1ccc2ccccc2c1O | 6 | 0 | 10 | -1 | 0.8 | / | -11 | -1 | /
COc1ccccc1NC(=S)N1CCN(c2ncccn2)CC1 | 5 | 3 | 6 | -6 | -0.4 | -2 | 0 | 2 | -10
O=C(CN(C(=O)c1csnn1)c1ccc(F)cc1)NCc1ccc2c(c1)OCO2 | -1 | 3 | 9 | -3 | 1.9 | -6 | -1 | -12 | -8
Cc1cc(C)cc(-n2c(N)c(C(=O)Nc3c(C)n(C)n(-c4ccccc4)c3=O)c3nc4ccccc4nc32)c1 | 19 | -3 | 41 | -7 | 0.0 | -3 | 5 | 10 | -13
CCSC1=NCCN1S(=O)(=O)c1ccc(F)cc1 | 2 | 2 | -6 | -5 | 0.7 | -8 | 8 | -3 | -13
O=[N+]([O-])c1ccc(OC(F)F)c(/C=N/n2cnnc2)c1 | 1 | 16 | -23 | 1 | 1.4 | 8 | -15 | -12 | 6
COC1=CC(=Cc2c(N)n3nc(CC(=O)N4CCCCC4)sc3nc2=O)C=C(OC)C1=O | 8 | 17 | -7 | 0 | 3.4 | -9 | -14 | -7 | 8
COc1cc(C(=O)NCC(=O)N/N=C\C(C)=C/c2ccccc2)cc(OC)c1OC | 3 | -14 | -24 | -5 | 1.5 | -7 | -1 | -16 | -5
Cc1ccc(CNC(=O)CN(c2cccc([N+](=O)[O-])c2)S(=O)(=O)c2ccccc2)cc1 | 0 | 19 | 29 | -5 | 3.9 | -8 | -7 | -13 | -40
O=C(O)CC(NCc1ccco1)C(=O)OCC1CCCO1 (stereo not given) | 2 | 18 | -2 | -3 | 0.6 | -27 | -15 | -12 | -13
O=C(CN1C(=O)c2cccc3cccc1c23)NCc1ccncc1 | 1 | 3 | 10 | 2 | 0.2 | -10 | -7 | -14 | -10
Cc1ccccc1-c1csc(C(O)c2cccnc2)n1 (stereo not given) | 1 | 12 | -23 | -1 | 1.3 | / | -9 | -9 | /
COc1cc(C)ccc1OCc1cc(C(=O)N2CCCCCC2)no1 | -1 | 13 | -20 | -5 | 1.4 | / | 3 | -7 | /
CC(NC(=O)c1cc(-c2ccc(Br)cc2)on1)c1ccccc1 (stereo not given) | 7 | 17 | 1 | -6 | 1.0 | -1 | -7 | -11 | -6
CCOC(=O)N1CCN(C(=O)CS(=O)(=O)Cc2nc(-c3ccccc3F)oc2C)CC1 | 0 | 13 | -6 | 0 | 4.0 | 1 | -6 | -30 | -19
Cc1ccc(C(=O)N2CCN3C(=O)c4ccccc4C23c2ccccc2)cc1 (stereo not given) | 1 | 12 | 3 | -8 | 4.9 | -1 | 5 | -4 | -13
COc1ccc(N(C(=O)c2ccccc2)S(=O)(=O)c2cccs2)cc1 | 4 | 13 | 12 | -10 | 0.3 | -10 | 1 | 5 | -18
CCN(CC)C(=O)CSc1nc2c(sc(=S)n2Cc2ccco2)c(=O)n1-c1ccccc1 | 10 | 1 | -7 | -7 | 0.9 | -1 | -1 | 11 | -27
